# Compound activity (PubChem BioAssay)
# SSB-PriA inh = inhibitors of Klebsiella pneumoniae PriA binding to SSB C-terminal tail, primary screen, biochemical, AlphaScreen. AlphaScreen SSBct-PriA binding, biotinylated peptide. actives 0.6% (n = 430,000). inhibition, % at 33 µM. PriA–SSB C-terminal tail interaction (Klebsiella pneumoniae); in the data active = inhibition mostly above about 37%, no sharp cut-off; inactive = mostly below about 20%;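 note: plate controls were negative control peptide for no effect and reference peptide for full effect; strong numbers were not always called active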
# Starred values were filed as active, the others as inactive; & = joins results of further samples. These rows are one share of the data, so the mix of outcomes need not match the whole.
# A first look:
SMILES | SSB-PriA inh
COc1ccc(Br)c(C(=O)N2CCC(S(=O)(=O)c3nncn3C)CC2)c1 | -39
O=C(c1c[nH]c2ccccc12)N1CCN(c2cc3c(nn2)CCCC3)CC1 | 4
Cc1nc(OCC(=O)Nc2cnc(-n3ccnc3C)nc2)cc(-n2cccn2)n1 | -14

# All compounds of this part (from the top)
SMILES | SSB-PriA inh
COc1ccc(Br)c(C(=O)N2CCC(S(=O)(=O)c3nncn3C)CC2)c1 | -39
O=C(c1c[nH]c2ccccc12)N1CCN(c2cc3c(nn2)CCCC3)CC1 | 4
Cc1nc(OCC(=O)Nc2cnc(-n3ccnc3C)nc2)cc(-n2cccn2)n1 | -14
CC(C)CS(=O)(=O)Nc1ccc2c(c1)N(S(=O)(=O)c1ccccc1)CCC2 | 6
Cc1ccccc1-c1noc(CC2CCCN(S(=O)(=O)c3ccc(Cl)s3)C2)n1 (stereo not drawn) | -11
Cn1nc(C(=O)Nc2ccccn2)ccc1=O | -17
O=C(Nc1ccccc1Br)C1CCN(Cc2nc(-c3ccccc3)no2)CC1 | -8
Brc1ccc(C2N(Cc3ccccc3)CCN2Cc2ccccc2)s1 | 0&5
Cc1noc(C)c1S(=O)(=O)N1CCCC(Oc2nccnc2N(C)C)C1 (stereo not drawn) | -13
CCCN=C1CC(C)(C)CC(=O)C1=C(O)CCC | -13
CC1CC1c1ccc(/C=C(\C#N)C(=O)Nc2cccc([N+](=O)[O-])c2)o1 (stereo not drawn) | 8
CCc1ccc(-c2ccc3nnc(SCC(=O)Nc4ccc5c(c4)OCO5)n3n2)cc1 | -8
Cc1nc(N2CCC(NC(=O)c3ccc4ncsc4c3)CC2)cc(C(F)(F)F)n1 | -5
COc1nccnc1OC1CCN(C(=O)c2cc(C)oc2C)C1 (stereo not drawn) | -19
CC(C)(C)c1cc(C(=O)N/N=C\c2ccccc2Cl)n[nH]1 | -7
O=C(c1cccc2ccccc12)N1CCN(Cc2nc(-c3ccco3)cs2)CC1 | 4
CC(=NOC(=O)Nc1ccc(Cl)cc1)c1ccc(F)c(F)c1 | -10
CN1CCN(C(CNC(=O)NCc2ccc(F)cc2)c2ccsc2)CC1 (stereo not drawn) | -4
COc1cc(C=NNC(=O)c2cccc(S(=O)(=O)N3CCCC3)c2)ccc1O | -17
Cc1cc(Br)ccc1NC(=O)CSc1cccc2cccnc12 | 82*

# (list continues)
SMILES | SSB-PriA inh
CCN1C(=O)CCc2cc(NC(=O)c3cccc(OC)c3OC)ccc21 | 20
Cc1cc(-c2nnc(NC(=O)c3ccc(S(=O)(=O)N4CCC(C)CC4)cc3)o2)n(C)n1 | -5
Cc1ccc2nc3sc(Nc4ccc(C)c(Cl)c4)nn3c(=O)c2c1 | -4
Oc1ccccc1C=NNC(=S)NC1CC2CC1C1C=CCC21 (stereo not drawn) | 1
O=C(NCCn1ccc(-c2cccs2)n1)C1(c2cccs2)CCCC1 | 1
Cc1cc(O[C@H]2CCN(C(=O)CCc3ccccc3C)C2)cc(=O)o1 | -7
O=C(c1ccc(Cl)s1)N(CCn1cccn1)c1nc2ccccc2s1 | 7
Cc1ccccc1C(N)=NOC(=O)c1cccs1 | -12
COc1cccc(-c2ccc(=O)n(CCCC(=O)NCc3ccccc3Cl)n2)c1 | 39*
O=S(=O)(/C=C/c1ccccc1)NCC1(c2ccsc2)CCCC1 | 17
COc1ccc(-n2c(SCCC(=O)O)nnc2-c2ccc(OC)c(OC)c2)cc1 | -13
O=[N+]([O-])c1ccc(C=NNc2nc3ccccc3o2)cc1 | 5
O=C(Nc1ccccc1C(=O)NN=Cc1ccco1)c1ccccc1Cl | -20
COc1ccc(/C=C/C(=O)Nc2ccccc2C(N)=O)cc1OC | 7
CCCC(=NNC(=O)CNC(=O)c1ccc(Cl)cc1)c1ccccc1 | -12
CN(C)c1ccc(/C=C/c2cc(C(C)(C)C)nc(C(C)(C)C)c2)cc1 | -2
O=C(/C=C/c1ccccc1)NCCc1csc2nc(-c3ccc(Cl)cc3)nn12 | -16
COc1ccc(NC(=O)CSc2nc3c(cnn3-c3cccc(C)c3)c(=O)[nH]2)c(OC)c1 | -9
COc1ccc(C=NNC(=S)Nc2c(C)n(C)n(-c3ccccc3)c2=O)cc1OC | -2
CN(C)c1ccc(C=NNc2ccc(-n3ccnc3)nn2)cc1 | 19

# Following part
SMILES | SSB-PriA inh
COc1ccc(Br)cc1C=NNC(=O)C(c1ccncc1)N1CCOCC1 (stereo not drawn) | -7
O=C(NCCS(=O)(=O)N1CCN(Cc2ccccc2)CC1)c1cc2ccccc2o1 | 2
CCOC(=O)N1CCN(C(=O)CCCN2C(=O)/C(=C\c3ccco3)SC2=S)CC1 | 15
C[C@@H](CNC(=O)c1ccc2c(=O)n(-c3ccc(F)cc3)c(N3CCCC3)nc2c1)c1ccccc1 | -6
CCCc1c(C(=O)Nc2ccccc2F)nnn1-c1ccc2noc(-c3ccccc3)c2c1 | -4
CC(=NNC(=O)c1ccoc1C)C12CC3CC(CC(C3)C1)C2 | -2
O=C(CSc1ccc(-c2ccco2)nn1)Nc1cc(C(F)(F)F)cc(C(F)(F)F)c1 | -12
O=C1C[C@H](CNS(=O)(=O)c2ccc(Br)cc2)CN1c1ccc2c(c1)OCO2 | -6
Cn1cccc1C(O)CNC(=O)C1COc2ccccc2O1 (stereo not drawn) | -13
COc1cccc(C2CC(c3ccco3)=NN2S(C)(=O)=O)c1 (stereo not drawn) | -5
CC(C)c1nc(SCC(=O)Nc2nc3ccccc3s2)c2c(=O)n(C)c(=O)n(C)c2n1 | 2
O=C(O)C1(NS(=O)(=O)c2ccc(Oc3ccccc3Cl)cc2)CCCCC1 | -14
COc1cccc(-c2ccc(=O)n(Cc3cccc(Cl)c3)n2)c1 | -12
CCc1ccc2ncc(C#N)c(Nc3ccc(Cl)cc3)c2c1 | -11
Nc1[nH]c(=O)[nH]c(=O)c1N=Nc1ccc(SC(F)F)cc1 | 5
O=C(NCCN1CCN(c2ccccc2)CC1)C1CC1 | -20
CC(C)(C)c1ccc(C(=O)NC2CC(=O)N(C3CC3)C2)cc1 (stereo not drawn) | 1
Cc1cccc(OCCSc2nc3ccccc3n2C)c1C | -32
O=C1CCCC(=O)N1CCS(=O)(=O)N1CCN(Cc2ccccc2)CC1 | -3
Cc1ccccc1CSc1n[nH]c(=O)c2cc(-c3ccco3)nn12 | 29

# (more compounds)
SMILES | SSB-PriA inh
O=C(N1CCC(Oc2ncccn2)CC1)C1(c2cccs2)CCCC1 | -11
O=C(N=Nc1c(O)[nH]c2ccc([N+](=O)[O-])cc12)c1ccco1 | -19
Cc1cc2nc(N(CC3CCCO3)C(=O)c3ccnn3C)sc2cc1C (stereo not drawn) | -8
O=C(NCCn1cnc(C2CCCC2)cc1=O)NCc1ccccc1 | -1
COc1ccc2nc(-c3cccc(NC(=O)c4cccc(C)c4)c3)cn2n1 | -19
COc1ccc(Cc2nnc(C3CCN(C(=O)NC(C)(C)C)CC3)s2)cc1 | -14
O=C(CSc1nnc(-c2ccc(Br)cc2)o1)c1ccc(Br)cc1 | -40
Cc1nnc2ccc(N3CCN(S(=O)(=O)Cc4ccccc4)CC3)nn12 | -5
O=c1[nH]nc(SCc2cccc(Br)c2)n2nc(-c3cccs3)cc12 | 3
CCn1nnc2c(N3CCN(c4cccc(C(F)(F)F)c4)CC3)ncnc21 | -8
Cc1cc(C)cc(NC(=O)C(=O)NC2CCCC2)c1 | -11
O=C(NCc1nnnn1-c1cccc(F)c1)c1cc2ccccc2o1 | 4
CC(C)(Oc1ccc(Cl)cc1)C(=O)N1CCN(CCNC(=O)c2ccc3c(c2)OCO3)CC1 | 4
O=C(NN=Cc1cccs1)C(=O)N1CCCC1 | -2
COc1cc2[nH]c3c(=O)n(CC(=O)NCc4ccc(SC)cc4)cnc3c2cc1OC | -6
Cc1cc(NC(=O)CSc2ccc(-c3ccco3)nn2)no1 | -14
CS(=O)(=O)c1cccc(C(=O)Nc2nc(-c3cc(Cl)sc3Cl)cs2)c1 | -5&1
O=C(CCc1cccc(Oc2ccc(F)cc2)c1)NCc1nc(-c2ccccc2)no1 | -10
Oc1[nH]c(=S)sc1C=Nc1nc2ccccc2[nH]1 | -5
CC(=NNC(=O)c1nnn(-c2nonc2N)c1C(C)C)c1cc(C)sc1C | -2

# Following part
SMILES | SSB-PriA inh
CCOC(=O)c1ccc(NC(=O)CSc2ncc(S(=O)(=O)c3cccs3)c(N)n2)cc1 | 5
O=C(CN1CCN(C(=O)CCS(=O)(=O)c2ccccc2)CC1)c1ccco1 | -15
O=C(NCCN1CCN(c2ccccc2)CC1)c1ccc2ccccc2c1 | -3
O=c1c2ccccc2nc(-c2ccccc2)n1N=Cc1ccc([N+](=O)[O-])cc1 | -8
O=c1c(=O)n2c(nn1Cc1c(F)cccc1Cl)N(c1ccc(F)cc1)CC2 | -15
CCC(=O)N1CCc2ccc(NS(=O)(=O)c3ccc4c(c3)OCCO4)cc2C1 | -13
CCOc1ccc(-c2ccc(SCc3ccc([N+](=O)[O-])cc3)nn2)cc1 | 7
CC(C)(C)C(=O)NCCOc1ccc(C23CC4CC(CC(C4)C2)C3)cc1 | -22
O=c1cccc2n1CC1CC2CN(C(=S)NC2Cc3ccccc3C2)C1 (stereo not drawn) | 3
CC(C)c1ccc(CC(=O)N(Cc2ccco2)c2nc3c(F)cccc3s2)cc1 | -8&-5
CC(C)(C)NC(=O)CCN(N=Cc1ccccc1)C1=NS(=O)(=O)c2ccccc21 | 2
Cc1ccc(N2CCCS2(=O)=O)cc1NC(=O)Cc1ccc(F)cc1 | -3
CCOc1ccc(-c2c(C#N)c(N)nc3sc(C(=O)Nc4ccc(Br)cc4)c(N)c23)cc1 | -4
CC(C)CN1C(=O)CCc2cc(NS(=O)(=O)c3cccc(F)c3)ccc21 | 10
Cc1cccc2sc(NC(=O)Cc3csc(NC(=O)Nc4ccccc4)n3)nc12 | -9
O=c1c2sc3ncccc3c2nc(SCc2ccc(Br)cc2)n1Cc1cccs1 | -13
CC(C)Cn1c(=O)c2ccc(C(=O)NC(C)C)cc2n2c(=O)n(CC(=O)NC(C)(C)C)nc12 | 9
COc1ccc(SCC(=O)Nc2nnc(-c3cccs3)o2)cc1 | -5
Cc1cc(-c2nnc(NC(=O)CCS(=O)(=O)c3ccc(Cl)cc3)o2)n(C)n1 | -6
CC(/C=C/c1ccco1)=NNC(=O)C1COc2ccccc2O1 (stereo not drawn) | -4

# More records
SMILES | SSB-PriA inh
Cc1nc(NN=Cc2ccc(O)cc2)c2cnn(-c3ccccc3)c2n1 | 6
O=C(C[C@H](SCc1ccco1)c1ccc(C(F)(F)F)cc1)c1cccs1 | -3
COc1cccc(-c2c(C(=O)NN=Cc3cccnc3)nnn2-c2nonc2N)c1 | -7
COc1cccc(NC(=O)N2CC(c3nc(-c4ccc[nH]c4=O)no3)C2)c1OC | -1
CCOc1ccc(-c2noc(Cn3c(=O)n(CCc4ccccc4)c(=O)c4ccccc43)n2)cc1 | 0
Cn1/c(=N\NC(=O)c2ccc(S(=O)(=O)N3CCCCC3)cc2)sc2ccccc21 | -12
O=C(Nc1ccc2c(c1)CN(C(=O)c1cccs1)CC2)c1cccc(C(F)(F)F)c1 | -19
CN(C)C(=NS(=O)(=O)c1ccccc1)c1ccc(F)cc1 | -8
O=C(Nc1ccc2cn[nH]c2c1)c1ccco1 | -5
CCCn1c(Sc2ccc([N+](=O)[O-])cc2[N+](=O)[O-])nc2ccccc21 | -2
COc1ccc(Cl)c2sc(N(Cc3cccnc3)C(=O)C3=COCCO3)nc12 | -11
Cc1ccc(C=NNC(=O)C2COc3ccccc3O2)s1 (stereo not drawn) | -2
CCOc1ccccc1NC(=O)c1ccc(=O)n(Cc2ccccc2Cl)c1 | -1
O=C1C[C@H](C(=O)O)CN1 | -5
CCOP(=O)(OCC)C(=NOC(=O)c1ccc(Cl)cc1Cl)C(N)=O | -11
O=S(=O)(Nc1cnn(C2CCOCC2)c1)c1ccc(Cl)s1 | 3
CCC(C)(NS(=O)(=O)OCC(Cl)(Cl)Cl)c1ccccc1 (stereo not drawn) | -21
O=C(Nc1nnc(-c2ccccn2)o1)c1cc(Cl)ccc1Cl | 5
CC(C)(C)c1ccc(-n2c(=O)[nH]c3c(C(N)=O)nc(-c4cccc(Br)c4)nc32)cc1 | 0
Nc1nonc1-n1nnc(C(=O)NN=CC2CCCCC2)c1-c1ccccc1 | 0

# Fetched by compound from the list above (5):
SMILES | SSB-PriA inh
Cc1nc(OCC(=O)Nc2cnc(-n3ccnc3C)nc2)cc(-n2cccn2)n1 | -14
COc1ccc(NC(=O)CSc2nc3c(cnn3-c3cccc(C)c3)c(=O)[nH]2)c(OC)c1 | -9
O=C(C[C@H](SCc1ccco1)c1ccc(C(F)(F)F)cc1)c1cccs1 | -3
O=C(O)C1(NS(=O)(=O)c2ccc(Oc3ccccc3Cl)cc2)CCCCC1 | -14
Oc1ccccc1C=NNC(=S)NC1CC2CC1C1C=CCC21 (stereo not drawn) | 1

# Carrying on:
SMILES | SSB-PriA inh
Cc1ccc(S(=O)(=O)N=Cc2cccnc2)cc1 | -13
CS(=O)(=O)N1CCC(C(=O)NCc2ccsc2)CC1 | -5
CCOc1ccc(C(=O)Nc2cc(C(F)(F)F)ccc2Cl)nn1 | 5
O=[N+]([O-])c1ccc(NN=Cc2cccn2-c2ccccc2)nc1 | 20
CCOC(=O)N1CCc2c(sc(NC(=O)CSc3ccccc3)c2C(N)=O)C1 | 7
O=C(NN=Cc1ccoc1)c1cc(O)cc(O)c1 | 1
O=C(Cc1ccc(F)cc1)NCCCN1CCN(c2ccccc2)CC1 | -7&0
Cc1nc(NCCNC(=O)c2cccc3ccccc23)cc(-n2ccnc2C)n1 | 3
CCOC(=O)C1CCN(Cc2cc(=O)oc3cc(O)c(Cl)cc23)CC1 | 0
C=CCSc1ncnc2c1cnn2-c1cccc(Cl)c1 | -7
O=C(Cc1ccc(F)cc1F)Nc1ccn2nccc2c1 | -10
O=C1C(=C2NCCN2C2CC(=O)N(c3ccccc3)C2=O)CC/C1=C\c1ccccc1 (stereo not drawn) | -8
